Bioassay records as filed in PubChem.
NPR1 activator: GC-A (human) enzyme activation. HEK293 GC-A cells, cGMP TR-FRET, EC30 ANP; 0% at EC30 ANP, 100% saturating ANP. 370,000 tested, 0.14% active. activation, % at 10 µM; in the data active means activation above about 40%
Target sequence (P16066 whole entry, looked up): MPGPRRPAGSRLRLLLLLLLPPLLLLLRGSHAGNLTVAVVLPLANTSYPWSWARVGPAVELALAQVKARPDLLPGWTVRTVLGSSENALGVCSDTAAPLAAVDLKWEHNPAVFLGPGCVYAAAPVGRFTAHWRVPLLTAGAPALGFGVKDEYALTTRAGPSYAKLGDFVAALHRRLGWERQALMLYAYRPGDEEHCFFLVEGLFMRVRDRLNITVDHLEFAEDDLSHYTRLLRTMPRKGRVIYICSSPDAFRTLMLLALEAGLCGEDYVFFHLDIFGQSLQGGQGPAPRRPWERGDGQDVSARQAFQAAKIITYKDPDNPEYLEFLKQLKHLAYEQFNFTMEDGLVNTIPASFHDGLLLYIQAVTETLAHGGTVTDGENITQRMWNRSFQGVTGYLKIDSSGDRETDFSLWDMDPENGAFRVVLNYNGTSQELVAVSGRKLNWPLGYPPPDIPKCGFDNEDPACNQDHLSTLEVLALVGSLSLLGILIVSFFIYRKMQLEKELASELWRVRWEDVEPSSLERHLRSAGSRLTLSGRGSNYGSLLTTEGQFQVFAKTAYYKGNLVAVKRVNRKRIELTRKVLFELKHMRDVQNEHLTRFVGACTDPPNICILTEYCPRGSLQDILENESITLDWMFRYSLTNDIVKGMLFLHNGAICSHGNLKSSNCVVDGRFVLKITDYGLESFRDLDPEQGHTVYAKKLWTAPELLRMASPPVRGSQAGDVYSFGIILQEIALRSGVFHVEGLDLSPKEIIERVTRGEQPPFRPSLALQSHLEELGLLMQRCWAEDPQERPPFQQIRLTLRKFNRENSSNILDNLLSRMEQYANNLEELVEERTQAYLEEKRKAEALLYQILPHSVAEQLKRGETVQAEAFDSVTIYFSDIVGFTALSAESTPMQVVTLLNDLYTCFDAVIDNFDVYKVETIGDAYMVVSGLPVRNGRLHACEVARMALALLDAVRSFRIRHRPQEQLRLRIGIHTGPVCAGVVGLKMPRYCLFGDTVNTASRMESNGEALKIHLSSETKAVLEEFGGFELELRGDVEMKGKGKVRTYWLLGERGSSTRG
SIAE inh: human SIAE inhibition, primary screen; Q9HAT2; SIAE FP-Rh probe binding, fluorescence polarization; AID 1053197; 370,000 tested, 0.69% active; inhibition, % at 9.66 µM;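 active means inhibition above a cutoff: mean of compounds within the control limits plus 3 SD of those, cut at about 17% in these data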;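 further: 0% = plate median of compound wells and 100% = probe without SIAE protein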
UHRF1 MBD2 ctr: UHRF1 methyl-DNA binding inhibition. inhibition, % at 4.4 µM. 370,000 tested, 0.75% active. UHRF1 binding to methylated oligo, TR-FRET. AID 687016; in the data active means inhibition above about 21%;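 further: UHRF1 SRA domain binding a hemimethylated CpG hairpin DNA probe; 0% = median of test compound wells and 100% = reference inhibitor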
HTRA1 inh: inhibitors of human serine peptidase HTRA1; Q92743; recombinant HTRA1, FP-rhodamine activity-based probe, fluorescence polarization; inhibition, % at 5.96 µM; 340,000 tested, 0.5% active; AID 504803; in the data active means inhibition above about 36%;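 further: 0% = enzyme with DMSO and 100% = wells lacking enzyme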
NPR2 activator: GC-B (human) receptor activation; P20594; HEK293-GC-B cells, CNP EC30, cGMP TR-FRET; 0% at EC30 CNP, 100% saturating CNP; 370,000 tested, 0.11% active; activation, % at 10 µM;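 active means activation at 10 µM reaching about 35% in either raw or pattern-adjusted values, limit read from the data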
PRMT1 FP inh: blocks human protein arginine methyltransferase 1; Q99873; recombinant PRMT1, activity-based probe fluorescence polarization; inhibition, % at 2.79 µM; 370,000 tested, 1.3% active;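 active means inhibition above about 21% made by adding two undisclosed values, limit read from the data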
ABHD4 inh: ABHD4 (mouse) inhibition, primary FP screen; purified mABHD4, FP-Rh probe fluorescence polarization; inhibition, % at 8.92 µM; 370,000 tested, 0.54% active; AID 720543;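 active means inhibition exceeding the mean over every tested compound plus 3 SD, cut at about 30% in these data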;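 further: 0% = plate median of compound wells and 100% = S159A mutant with DMSO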
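Assay system: wild-type mouse ABHD4 protein; compound: single nominal dose of 8.92 µM, 0.89% DMSO final; schedule: 45 min + 60 min at 25 °C; measured by: FP readout, ex 525 nm / em 598 nm; evaluation: % inhibition of FP-Rh probe binding versus controls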
MBD2 DNA inh: MBD2-methylated oligo binding inhibition | inhibition, % at 4.4 µM | TR-FRET, MBD2 binding to methylated oligonucleotide | AID 686964 | 370,000 tested, 0.31% active; in the data active means inhibition above about 13%
rCAG RNA binder: molecules binding r(CAG) RNA repeats | r(CAG) RNA repeat, TO-PRO-1 dye displacement fluorescence | AID 651821 | inhibition, % at 3 µM | 370,000 tested, 1.3% active;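 active means inhibition above the plate cutoff, the mean of all test compounds on that plate plus 3 SD, cut at about 35% in these data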;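 further: 0% = DMSO alone and 100% = 100 µM mitoxantrone as full dye displacement; higher means more dye released from RNA so lower well fluorescence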
TCR CD3 inh: inhibitors of human TCR-CD3 interaction | inhibition, % at 9.4 µM | AID 651800 | 360,000 tested, 0.37% active | TAMRA-labeled TCR probe fluorescence, biochemical; in the data active means inhibition above about 19%;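 further: recombinant mutant TCR 2C K166C tagged with TAMRA read by polarization; 0% = receptor in buffer alone and 100% = receptor with positive control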
Numbers without * were called inactive; · = no result given. A portion of the library; count on the stated rates, not on these rows.

SMILES | NPR1 activator | SIAE inh | UHRF1 MBD2 ctr | HTRA1 inh | NPR2 activator | PRMT1 FP inh | ABHD4 inh | MBD2 DNA inh | rCAG RNA binder | TCR CD3 inh
CCc1ccccc1NC(=O)CCN1C(=O)c2ccccc2C1=O | -3.2 | 0.6 | -2.4 | 2.4 | 1.0 | -2.0 | 0.4 | -0.1 | -1.4 | 1.5
CN(C(=O)c1ccc(NC(=O)Cc2ccc(NC(=O)C3CCCN(S(=O)(=O)c4cccc([N+](=O)[O-])c4)C3)cc2)cc1)C1CCCC1 (stereo unspecified) | -0.3 | -26.2 | -2.2 | -33.9 | 0.2 | -8.1 | -33.4 | -2.9 | 16.2 | 8.5
Cc1cc(N2CCOCC2)c(F)cc1C(=O)c1ccccc1 | -1.8 | 3.0 | 5.3 | 2.9 | -0.3 | 2.2 | -0.1 | 4.5 | -2.2 | -8.1
Cc1ccc(S(=O)(=O)n2[nH]c(=O)c(CCO)c2C)cc1 | 1.3 | -7.0 | -1.2 | · | 2.4 | 3.7 | 5.6 | -3.8 | 4.4 | -4.5
CC(C)(C)Cc1c(-c2ccc(Br)cc2)nc2ccc(Cl)cn12 | 7.4 | -7.4 | 12.1 | -4.2 | -1.0 | -1.3 | -1.9 | -0.3 | 0.3 | 8.1
COc1cccc(C(NC(C)=O)c2nc(-c3ccc(F)c(Cl)c3)cs2)c1 (stereo unspecified) | -2.8 | -9.0 | -4.2 | · | -1.4 | -1.6 | -12.6 | 0.5 | 4.0 | 0.2
O=C(Nc1ccccc1N1CCOCC1)c1ccc2ccccc2n1 | -13.9 | -1.9 | 1.1 | -10.7 | -3.8 | 1.1 | -10.0 | -1.9 | -0.2 | 0.8
CN(C)S(=O)(=O)c1ccc2nc(NC(=O)c3cccnc3)sc2c1 | -2.9 | -12.5 | 2.5 | -7.7 | -5.7 | 5.8 | 8.1 | -2.8 | 14.7 | -6.5
CCCCNC(=O)Nc1nc2ccc(CC)cc2s1 | 11.2 | -3.0 | -0.7 | -6.2 | -3.9 | 1.9 | -2.4 | -1.6 | 5.7 | 0.3
COc1cccc(NC(=O)CN(C)C(=O)c2ccc(-n3cncn3)c([N+](=O)[O-])c2)c1 | 3.6 | 8.9 | 4.3 | -0.1 | -3.2 | -5.2 | 2.9 | -0.3 | 2.3 | -0.1
O=C(COC(=O)CCNS(=O)(=O)c1ccccc1)Nc1ccc(OC(F)F)cc1 | -2.3 | -2.0 | 3.0 | 4.6 | 1.5 | 3.5 | 5.1 | 2.9 | 0.2 | -9.2
CCCOc1ccc(Cc2nc(N)nc(N)n2)cc1 | -0.4 | 0.4 | 2.7 | 8.2 | 0.3 | 0.5 | -3.5 | 2.1 | -3.0 | -4.2
CN1CCN(C(=O)/C(=C/c2cccs2)NC(=O)c2ccco2)CC1 | -2.3 | 0.9 | -2.5 | 1.3 | 2.9 | -1.9 | -1.2 | 1.9 | -1.6 | 3.7
CC(C)CN(C(=O)CN1CCC(C)CC1)c1c(N)n(CC(C)C)c(=O)[nH]c1=O | -0.2 | -1.2 | -2.4 | -3.7 | 1.8 | 0.4 | -6.4 | -0.6 | -4.7 | 0.9
O=C(/C=C/c1ccc([N+](=O)[O-])cc1)OCC(=O)N1c2ccccc2Sc2ccccc21 | -0.9 | -1.7 | -1.0 | -3.9 | -2.2 | 1.2 | -6.9 | -3.6 | -1.8 | 4.9
Clc1ccc(-c2nnc(-c3ccccc3)nc2N2CCSCC2)cc1 | 2.2 | 0.6 | -0.2 | -23.4 | 2.5 | -3.2 | 1.7 | -4.6 | 1.2 | 1.7
O=C(CCc1c[nH]c2ccccc12)NCCc1ccc(Cl)cc1 | -1.7 | -5.2 | 0.9 | -1.7 | -2.5 | 1.6 | -5.6 | -1.8 | -1.9 | 2.4
CCOc1ccc(CC(=O)Nc2c3c(nn2C(C)(C)C)CS(=O)(=O)C3)cc1 | -0.5 | -2.1 | -1.1 | -0.1 | 1.8 | 4.2 | -2.1 | 0.0 | 0.5 | 1.7
CC(C)c1cc(C(C)C)c(S(=O)(=O)N2CCNCC2)c(C(C)C)c1 | -7.4 | 8.0 | -1.4 | -2.8 | -9.4 | -2.8 | 7.9 | -4.8 | -2.7 | 3.0
Cc1ccccc1CNC(=O)c1ccc(CSCc2ccccc2)cc1 | 10.0 | -16.5 | -1.3 | -31.1 | 4.3 | 5.6 | -27.1 | -1.5 | 5.2 | 0.5
CCN(CC)c1ccc(/C=N/NC(=O)c2cccc(S(=O)(=O)N3CCOCC3)c2)c(O)c1 | 5.9 | 20.4* | -3.4 | 21.1 | 1.8 | 0.9 | 15.2 | -6.2 | 4.5 | -2.3
O=C1CCN(Cc2ccccc2)CCN1[C@H](COc1ccccc1)c1ccccc1 | -4.6 | -2.4 | -2.8 | -24.5 | -13.6 | -0.9 | -3.0 | -1.3 | -4.4 | -3.0
COC(=O)C[C@@H]1C=C[C@@H](NC(=O)CN(C)C)[C@@H](CO)O1 | 2.5 | -1.7 | -2.0 | · | 2.7 | -1.2 | -0.2 | 0.8 | 1.6 | -2.4
Cc1ccc(S(=O)(=O)N2[C@@H](CO)CO[C@H]2CC(=O)OCc2ccccc2)cc1 | 1.8 | -8.7 | -0.5 | · | -3.9 | 1.9 | -1.2 | -1.1 | -0.7 | 7.2
Cc1cc2ccccc2n1CCNC(=O)c1cccs1 | 3.1 | 2.0 | -3.7 | 31.8 | -2.3 | 7.9 | 16.7 | -4.4 | 14.0 | 11.5
O=c1c(/C=N/O)coc2ccc3ccccc3c12 | -0.7 | -15.0 | -0.5 | -26.8 | -10.0 | 2.3 | -30.1 | 1.3 | 8.9 | 3.0
Cc1cc(NC(=O)COC(=O)c2oc3c(ccc4ccccc43)c2C)no1 | -1.8 | -6.7 | -0.1 | -3.8 | -1.4 | -1.8 | -0.4 | -3.4 | 4.6 | 5.0
Cn1c(=S)ccc2ccccc21 | 0.4 | -0.1 | -4.8 | 2.4 | 1.6 | -0.4 | 2.1 | -5.8 | -1.2 | 5.7
C/C(CC(=O)Nc1ccc(Br)cc1)=N\NC(=O)c1cccc(O)c1 | -5.0 | -0.7 | 0.4 | -16.7 | 0.0 | -1.9 | -31.3 | -5.0 | 10.2 | -16.6
COc1ccc(OCCNC(=O)Nc2cc(F)c(F)cc2Cl)cc1 | 0.1 | -5.9 | -0.9 | -13.5 | -0.9 | -0.9 | -9.4 | 3.9 | 4.9 | -5.7

Overlap with the part before: 3 compounds; new compounds follow.
SMILES | NPR1 activator | SIAE inh | UHRF1 MBD2 ctr | HTRA1 inh | NPR2 activator | PRMT1 FP inh | ABHD4 inh | MBD2 DNA inh | rCAG RNA binder | TCR CD3 inh
Cn1c(=S)ccc2ccccc21 | 0.4 | -0.1 | -4.8 | 2.4 | 1.6 | -0.4 | 2.1 | -5.8 | -1.2 | 5.7
C/C(CC(=O)Nc1ccc(Br)cc1)=N\NC(=O)c1cccc(O)c1 | -5.0 | -0.7 | 0.4 | -16.7 | 0.0 | -1.9 | -31.3 | -5.0 | 10.2 | -16.6
COc1ccc(OCCNC(=O)Nc2cc(F)c(F)cc2Cl)cc1 | 0.1 | -5.9 | -0.9 | -13.5 | -0.9 | -0.9 | -9.4 | 3.9 | 4.9 | -5.7
COc1ccc(Cc2nnc(NC(=O)c3cccc(C)c3)s2)cc1 | -1.6 | 1.6 | -3.1 | 0.2 | 5.9 | -2.4 | -0.6 | -6.1 | -2.0 | 4.2
O=C1C(Cc2ccccc2)NC(=S)N1c1ccccc1 (stereo unspecified) | 5.9 | 5.5 | 6.8 | -0.8 | -0.4 | -2.6 | -4.6 | 2.8 | 1.7 | -8.5
CN1C(=O)S/C(=C/c2cccn2-c2cccc(C(=O)O)c2)C1=O | -2.9 | -2.4 | 6.6 | -6.9 | -3.2 | 9.6 | 4.0 | 4.3 | 16.7 | 0.7
O=S(=O)(Nc1ccc(Cl)cn1)c1cccs1 | 1.0 | -2.0 | -0.1 | -0.4 | -0.7 | -3.5 | -3.8 | -0.7 | 0.5 | -5.8
Cc1cnc(NC(=O)c2sc(Nc3ccccc3)nc2N)o1 | -5.8 | 5.0 | 2.8 | · | -4.5 | 0.4 | 10.7 | -4.0 | -2.0 | -0.7
COc1ccc(CN2CC(=O)N(c3ccc(Cl)cc3)C2=S)cc1OC | 1.8 | -10.1 | -2.1 | -8.4 | 3.9 | -3.0 | 1.6 | 1.6 | 17.8 | -0.9
C[C@H](NC(=O)c1ccc(C(C)(C)C)cc1)C(=O)N1CCN(C/C=C/c2ccccc2)CC1 | -0.6 | 2.5 | 0.1 | -14.1 | 0.1 | -3.0 | -4.2 | -8.2 | -2.4 | 4.5
COc1ccc(NC(=S)NC2CCCCC2)cn1 | 3.9 | 9.2 | 3.2 | 0.7 | 2.9 | 7.5 | -3.5 | 3.0 | -3.6 | -7.2
C/C=C/C1=CC(=O)C[C@H](c2ccc(F)cc2)C1 | -3.1 | 1.0 | -0.2 | -5.0 | 2.3 | 1.4 | 12.1 | 4.8 | 2.9 | -3.6
C/C=C/c1ccc(OCc2cc(=O)n3cc(C)ccc3n2)c(OC)c1 | 2.3 | 5.1 | 0.2 | -12.0 | -1.7 | 2.8 | -1.6 | 3.1 | 2.5 | 0.6
CSc1ccc(S(=O)(=O)NCC(=O)OCC(=O)NCc2cccs2)cc1[N+](=O)[O-] | -1.0 | -2.8 | -0.2 | -0.7 | 5.2 | 2.0 | 0.8 | 1.4 | 3.9 | 1.4
CC1(C)C/C(=C(/C#N)C(N)=O)CCO1 | 1.3 | 17.1* | -2.7 | -4.4 | 4.4 | -0.4 | -1.9 | 0.8 | 0.8 | 3.7
O=C(c1ccc([N+](=O)[O-])cc1)N1CCN(Cc2ccccc2[N+](=O)[O-])CC1 | 6.4 | -2.7 | 3.8 | -0.2 | 3.3 | 4.0 | 9.6 | 0.9 | -0.9 | -4.8
CN(C)CCNC(=O)C(C(=O)c1ccc(F)cc1)n1ccccc1=O (stereo unspecified) | 3.5 | -0.1 | -0.9 | -0.1 | 4.8 | -0.3 | 3.6 | 0.7 | 0.3 | 2.6
CCC1Sc2ccc(S(=O)(=O)CCC(=O)NCc3ccc(C)o3)cc2NC1=O (stereo unspecified) | 0.1 | 1.0 | 1.8 | -4.5 | 0.5 | 14.0 | -1.9 | -0.7 | 5.0 | -4.7
CC(C)(C)c1ccc(NC(=O)COc2ccc(-n3ccnc3)cc2)cc1 | -2.5 | -2.0 | 1.1 | -30.0 | 3.7 | -1.4 | -6.8 | -3.6 | 5.3 | -3.8
CCCNC(=O)CN1C(=O)NC(CCc2ccccc2)C1=O (stereo unspecified) | 2.3 | -0.3 | -1.4 | 1.4 | -1.2 | -1.9 | -1.4 | 1.2 | -1.6 | 8.1
CCc1c(C(=O)NNC(=S)NCc2ccccc2)csc1C | 2.8 | 4.0 | -1.6 | -8.1 | -2.9 | 2.2 | 3.6 | -2.0 | 2.8 | 8.4
N#Cc1c(NC(=O)c2cc(C3CC3)on2)sc2c1CCC2 | -3.0 | 0.0 | -2.4 | 1.9 | -1.4 | 0.2 | 12.2 | 2.0 | 5.4 | -7.4
CCSc1nnc(NC(=O)C(C)C)s1 | 1.6 | -8.4 | -1.6 | -1.3 | -1.7 | 0.3 | -5.0 | 0.7 | 2.4 | 6.8
COc1ccc(N(CC(=O)Nc2cccc3ccccc23)S(C)(=O)=O)c(OC)c1 | -10.7 | -89.6 | -2.8 | 2.1 | -5.7 | -1.3 | -2.2 | -6.7 | -2.0 | 8.2
COc1cccc(C(=O)OCC(=O)c2[nH]c(C)c(C(C)=O)c2C)c1 | 0.6 | 1.9 | 0.3 | -1.8 | 4.5 | 3.0 | -3.1 | -3.3 | 1.9 | -4.0
